GPR35 arrestin U2OS: inhibition of zaprinast-stimulated GPR35 beta-arrestin translocation – imaging, U2OS, beta-arrestin-GFP, zaprinast agonist, primary screen (AID 2058); U2OS GPR35 beta-arrestin-GFP translocation imaging, zaprinast antagonism; higher % means a stronger effect; one-dose inhibition, % at 10 µM; IC50 in µM for titrated hits; actives 0.052% (n = 290,000);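 active = inhibition of at least 50% with at least 30 cells and total cytoplasm GFP at most 10,000,000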
KOR beta-arrestin-1: KOR agonists, beta-arrestin recruitment, primary screen, cell-based, luminescence, uHTS (AID 1777) | KOR beta-arrestin recruitment, luminescence; higher % means a stronger effect | activation, % at 10 µM, or EC50 in µM where a hit was titrated | actives 0.02% (n = 280,000); in the data active = activation above about 50%, passing the limit was not always enough; note: a part of the inactive calls stands beside numbers as strong as those of hits
HEK293 NOD2/NF-kB: inhibition of NOD2-driven NF-kB reporter – cell-based, luminescence, uHTS, HEK293 (AID 1566). HEK293 NOD2/NF-kB luciferase reporter, luminescence; higher % means a stronger effect. actives 0.63% (n = 290,000). inhibition, % at 4 µM, or EC50 in µM where a hit was titrated; note: many of its hits are not listed in these tables
KOR beta-arrestin-2: KOR antagonists, beta-arrestin recruitment, cell-based, luminescence, uHTS (AID 1778); KOR beta-arrestin recruitment, luminescence, antagonist mode; higher % means a stronger effect; inhibition, % at 10 µM, or IC50 in µM where a hit was titrated; actives 0.091% (n = 290,000); note: strong numbers were not always called active
HIV fusion peptide: inhibitors of HIV fusion peptide binding, primary screen, biochemical, uHTS, fluorescence dequenching (AID 1986); cell-free peptide binding, fluorescence dequenching, 30 min; higher % means a stronger effect; one-dose inhibition, % at 20 µM; IC50 in µM for titrated hits; actives 0.3% (n = 290,000); in the data active = inhibition mostly above about 52%, no sharp cut-off; inactive = mostly below about 76%; note: some results filed as inactive read as strong as hits
GPR55 LPI antagonism: inhibition of LPI-stimulated GPR55 beta-arrestin translocation – imaging, U2OS, beta-arrestin-GFP, LPI agonist, primary screen (AID 2013); U2OS GPR55 beta-arrestin-GFP translocation imaging, LPI antagonism; higher % means a stronger effect; one-dose inhibition, % at 10 µM; IC50 in µM for titrated hits; actives 0.13% (n = 290,000);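 active = spots per cell inhibited over 60%, with over 100 cells counted and total cytoplasm intensity under 500,000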;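 note: U2OS cells stably carrying GPR55 and arrestin-GFP stimulated by 5 µM LPI near EC80; imaged beta-arrestin-GFP aggregate spots per cell after agonist stimulation; plate controls were LPI-stimulated DMSO wells for no effect and DMSO wells without LPI for full effect; some results filed as inactive read as strong as hits; confirmed hits need IC50 under 10 µM and bright autofluorescent wells are also inconclusive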
NOD1 inhibition: inhibition of NOD1-driven NF-kB reporter – cell-based, luminescence, uHTS, primary screen (AID 1578); one-dose inhibition, % at 4 µM; EC50 in µM for titrated hits; NOD1-driven NF-kB luciferase reporter cells, luminescence; higher % means a stronger effect; actives 1% (n = 290,000); in the data active = inhibition mostly above about 36%, no sharp cut-off; inactive = mostly below about 34%;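 note: HEK-293T reporter cells stimulated with the NOD1 agonist gamma-tri-DAP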
Myeloid diff MLP: promotes myeloid progenitor differentiation; actives 1% (n = 360,000); calls only at 10 µM; ER-HoxA9 myeloid progenitors, lysozyme-GFP differentiation, flow cytometry;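 active = normalized GFP-positive differentiation at or above the plate's own cutoff, the solvent-only control mean plus 3 SD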;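 note: cells exposed to compound for four days before flow analysis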
GPR55 activation: GPR55 agonists via beta-arrestin recruitment, primary screen, imaging, U2OS cells, beta-arrestin-GFP redistribution (AID 1961); U2OS GPR55 beta-arrestin-GFP redistribution imaging; higher % means a stronger effect; activation, % at 10 µM, or EC50 in µM where a hit was titrated; actives 0.048% (n = 290,000);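 active = activation above 40% with more than 50 cells counted in the well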;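 note: U2OS osteosarcoma cells stably expressing GPR55 and beta-arrestin-GFP; plate controls were DMSO negative control for no effect and LPI positive control for full effect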
Myeloid diff MLP GFP+ MAC1+ %: recorded beside Myeloid diff MLP, whose call it bears; GFP+ MAC1+ double positive, %; measured here: differentiation confirmed by MAC1 staining
The depositor's hits bear a star; i = inactive; nt = no result given; [ ] = remark or other dose. Cut-off read from the data, not from the text of the source, unless noted: active = inhibition above about 50%; inactive = the rest. These rows are one share of the data (hit frequency here may not be typical).

SMILES	GPR35 arrestin U2OS	KOR beta-arrestin-1	HEK293 NOD2/NF-kB	KOR beta-arrestin-2	HIV fusion peptide	GPR55 LPI antagonism	NOD1 inhibition	Myeloid diff MLP	Myeloid diff MLP GFP+ MAC1+ %	GPR55 activation
CCCCCn1c(=O)[nH]c2cc(C(=O)NCCCN3CCCCC3C)ccc2c1=O (stereo unspecified)	2.4%	-3.3%	16.4%	-7.9%	1.7%	9.7%	-5.8%	i	0.6	0.0%
CCN(c1cccc(C)c1)S(=O)(=O)c1cccc2nsnc12	5.7%	3.8%	4.4%	-56.8%	-4.4%	6.4%	18.9%	i	0.4	0.3%
CC(OCC(O)CN(C)Cc1nc2ccccc2c(=O)[nH]1)c1ccc(Cl)cc1 (stereo unspecified)	-9.6%	6.4%	-9.4%	-31.3%	0.7%	-17.0%	11.8%	i	0.5	-0.6%
CCSc1ncc(Cl)c(C(=O)Nc2cc(C)ccc2C)n1	10.6%	1.7%	22.3%	1.6%	-1.9%	4.6%	-9.8%	i	0.4	0.1%
Cc1c(C)c2ccc(O[C@@H]3O[C@H](CO)[C@H](O)[C@H](O)[C@H]3O)c(C)c2oc1=O	11.7%	-4.8%	-9.1%	1.1%	-1.0%	-4.6%	-7.8%	i	0.8	0.0%
O=C(COC(=O)CCCN1C(=O)c2cccc3cccc(c23)C1=O)Nc1cccc(Br)c1	-3.7%	2.5%	11.9%	-15.3%	-2.0%	-0.6%	-12.2%	i	0.2	0.2%
CC(=O)c1ccc(S(=O)(=O)Nc2cccc(S(=O)(=O)NC3=NCCC3)c2)cc1	7.0%	3.7%	6.1%	21.5%	3.1%	9.2%	-15.1%	i	0.9	-0.3%
CC(=O)c1c(C)[nH]c(-c2ccccc2)c1C	6.3%	-1.1%	5.2%	17.7%	-1.5%	6.5%	5.1%	i	2.3	0.1%
N/C(=N\OC(=O)CCc1ccccc1)c1ccc(Cl)cc1	-19.5%	2.9%	-16.9%	-11.3%	-0.8%	13.9%	-38.5%	i	0.3	0.0%
CCSc1nnc(NC(=O)CC(C)C)s1	-9.9%	-2.7%	-11.1%	23.9%	-0.6%	-0.2%	-31.5%	i	0.8	-0.4%
CC(C)=CC(=O)NCc1c(Cl)cccc1-n1cccc1	0.9%	-1.3%	22.0%	-1.0%	4.5%	21.0%	8.8%	i	1.6	-0.1%
Cc1ccc(NC(=O)CSCc2c(C)noc2C)cc1C	4.4%	-3.6%	4.2%	8.6%	1.9%	2.6%	-23.4%	i	0.7	-0.2%

The last four entries of the section before lead into the next:
SMILES	GPR35 arrestin U2OS	KOR beta-arrestin-1	HEK293 NOD2/NF-kB	KOR beta-arrestin-2	HIV fusion peptide	GPR55 LPI antagonism	NOD1 inhibition	Myeloid diff MLP	Myeloid diff MLP GFP+ MAC1+ %	GPR55 activation
N/C(=N\OC(=O)CCc1ccccc1)c1ccc(Cl)cc1	-19.5%	2.9%	-16.9%	-11.3%	-0.8%	13.9%	-38.5%	i	0.3	0.0%
CCSc1nnc(NC(=O)CC(C)C)s1	-9.9%	-2.7%	-11.1%	23.9%	-0.6%	-0.2%	-31.5%	i	0.8	-0.4%
CC(C)=CC(=O)NCc1c(Cl)cccc1-n1cccc1	0.9%	-1.3%	22.0%	-1.0%	4.5%	21.0%	8.8%	i	1.6	-0.1%
Cc1ccc(NC(=O)CSCc2c(C)noc2C)cc1C	4.4%	-3.6%	4.2%	8.6%	1.9%	2.6%	-23.4%	i	0.7	-0.2%
Cc1ccc(S(=O)(=O)N2CCCCC2)cc1C(=O)N(C)CCOc1ccccc1	-0.3%	-0.1%	2.2%	24.8%	0.3%	70.1%	-12.7%	i	0.8	0.0%
COc1ccc(NC(=O)CSc2nnc(NC(=O)CN3CCOCC3)s2)cc1	2.4%	-8.3%	7.6%	8.0%	0.3%	15.2%	-30.0%	i	0.7	-0.4%
CCc1nnc2sc(-c3ccc(NC(=O)c4ccc5c(c4)OCCO5)cc3)nn12	-10.6%	2.8%	23.8%	-8.1%	-2.6%	3.7%	-9.5%	i	0.5	0.0%
CCOC(=O)C1(Cc2ccccc2)CCCN(Cc2ccncc2)C1 (stereo unspecified)	-6.3%	-2.3%	-17.7%	5.9%[20 µM]	-0.3%	7.6%	-19.2%	i	0.6	0.0%
O=C(CCn1cccn1)Nc1ccc(-c2ccno2)cc1	6.0%	-4.8%	-18.4%	-28.0%	-0.4%	3.1%	-14.5%	i	2.4	0.6%
O=C(Nc1ccc2[nH]c(=S)sc2c1)c1ccccc1	-11.7%	3.3%	-86.5%	36.3%	0.3%	15.2%	-40.1%	i	0.1	0.1%
O=S1(=O)CCC(NC(=S)Nc2ccc3ccccc3c2)C1 (stereo unspecified)	4.3%	2.7%	-17.2%	-0.8%	1.9%	17.5%	-8.4%	i	0.4	-0.1%
Cc1cc(C)nc(NS(=O)(=O)c2ccc(NC(=O)C3(c4ccc([N+](=O)[O-])cc4)CCCC3)cc2)n1	-7.1%	1.2%	12.3%	22.7%	2.2%	-6.0%	-11.9%	i	0.8	-0.1%
Cc1cc(C)n(-c2ccc(Cl)c(C(=O)OCC(N)=O)n2)n1	-9.5%	3.5%	-3.8%	4.9%	0.4%	0.3%	-32.0%	i	12.7	0.0%
CCOC(=O)C1CCCN(C(=O)c2sc3nc(-c4ccc(OC)cc4)cn3c2C)C1 (stereo unspecified)	9.4%	2.8%	1.1%	-11.9%	2.0%	32.4%	13.2%	i	0.7	0.2%
CC(=O)N1CC2(C)CN(C(C)=O)CC(C)(C1)C2=O	-9.0%	-8.8%	6.1%	-19.4%	4.2%	6.7%	-26.9%	i	1.1	-0.3%
CN(CCc1ccccn1)C(=O)CCC1CCCN(C(=O)c2c(F)ccc(F)c2F)C1 (stereo unspecified)	-5.9%	1.3%	10.9%	-7.6%	0.2%	15.2%	-13.6%	i	0.3	0.4%
Cc1ccccc1C(=O)Nc1ccnn1C1CCN(CC2CC=CCC2)CC1 (stereo unspecified)	-1.4%	2.2%	-0.5%	-9.2%	-0.4%	-7.3%	-22.3%	i	1.2	-0.1%
CC(C)c1ccc(/C=C2\SC(=S)N(CC(=O)NCCCN3CCOCC3)C2=O)cc1	-11.3%	2.8%	-8.7%	-13.9%	-2.4%	0.4%	-10.4%	i	1.1	-0.2%
CS(=O)Cc1cc(Sc2ccccc2)nc(-c2cccnc2)n1 (stereo unspecified)	-8.7%	0.0%	11.0%	5.7%	-1.2%	-0.4%	-17.1%	i	0.2	-0.3%
Cn1c(N)c(C(=O)CSc2nc3ccccc3[nH]2)c(=O)n(C)c1=O	-5.4%	-2.8%	11.0%	19.7%	-1.9%	5.0%	-10.5%	i	0.3	1.0%
CCn1ncc(CNC(=O)c2cccc([N+](=O)[O-])c2)c1C	9.2%	0.4%	1.7%	-3.5%	-0.7%	-7.5%	23.4%	nt	nt	-0.3%
COc1ccc(S(=O)(=O)n2nc(OC(=O)c3ccccc3Br)cc2N)cc1	-8.7%	1.2%	11.8%	16.5%	1.5%	18.6%	-10.4%	i	1.0	0.3%
CCCCCC(O)(CCN1CCCCC1)c1ccccc1 (stereo unspecified)	3.1%	-0.2%	-4.5%	-22.5%	2.4%	9.3%	5.0%	i	0.5	0.0%
CCOc1ccccc1CN1CCN(Cc2[nH]c3ccccc3c2C)CC1CCO (stereo unspecified)	12.5%	-7.3%	16.2%	-9.1%[20 µM]	-1.2%	7.8%	-9.2%	i	0.1	-0.1%
CN(C)CCn1c(=O)n(-c2ccc(F)cc2)c(=O)c2c3c(sc21)CCCCC3	17.1%	-0.6%	-11.9%	nt	-0.9%	-5.3%	-13.1%	i	0.4	-0.2%
CCCCn1c(=NC(=O)c2cccnc2)c(C#N)cc2c(=O)n3cccc(C)c3nc21	14.2%	0.2%	10.3%	18.6%	3.4%	11.6%	-4.8%	i	1.3	-0.1%
CCNS(=O)(=O)c1ccc(CCC(=O)NCc2ccc(C)cc2)cc1	14.4%	3.0%	4.5%	18.7%[20 µM]	1.3%	5.8%	-20.0%	i	0.6	-0.2%
O=C1c2cccnc2Nc2ccccc2N1CCCF	-6.5%	3.6%	-24.7%	-36.2%	-0.9%	2.9%	-1.4%	i	0.5	0.3%
O=C(N/N=C/c1ccc(Br)s1)Nc1ccccc1	-3.0%	2.1%	-1.3%	-1.6%	-2.3%	1.3%	-17.5%	i	0.1	-0.8%
Cc1noc(C)c1COC(=O)c1ccccc1NC(=O)c1ccco1	1.3%	0.3%	-2.5%	-24.1%	-2.2%	-25.9%	-27.3%	i	1.8	0.1%
C/C(=N\NS(=O)(=O)c1cccc([N+](=O)[O-])c1)c1cc2ccccc2o1	2.7%	3.9%	10.4%	25.8%	7.0%	2.2%	3.1%	i	2.0	-0.2%
Cn1c(SCc2ccc(Br)cc2)nnc1-c1ccncc1	2.0%	-5.5%	-7.9%	35.6%	-2.3%	16.6%	-18.0%	i	1.5	0.1%
O=C(NNc1nc(-c2ccccc2)c2cc(Br)ccc2n1)c1ccc(S(=O)(=O)N2CCOCC2)cc1	-7.5%	1.5%	6.8%	-13.5%	-2.0%	3.2%	-1.9%	i	0.4	-0.2%
O=C(Nc1cccc(O)c1)c1ccc(C(F)(F)F)cc1	10.4%	2.2%	-73.3%	-18.8%	-0.6%	2.5%	-62.6%	i	0.5	0.1%
CCC(=O)N1N=C(c2ccccc2)CC1c1ccc([N+](=O)[O-])cc1 (stereo unspecified)	2.7%	-3.0%	8.2%	nt	-1.9%	13.7%	-2.9%	i	2.4	0.2%
COC(=O)c1ccccc1NS(=O)(=O)c1ccc(F)cc1	11.7%	5.7%	5.8%	-27.7%	2.9%	-1.4%	-5.2%	i	1.3	-0.5%
COc1ccc2nc(N3CCCC(C(=O)NCCCN4CCN(C)CC4)C3)sc2c1 (stereo unspecified)	-7.2%	-2.3%	-59.2%	21.8%	3.2%	27.3%	-7.8%	i	0.5	0.3%
CCCn1c(SCC(=O)Nc2cccc(C)n2)nc2c1c(=O)n(C)c(=O)n2C	5.7%	nt	7.0%	-40.9%[20 µM]	1.3%	-6.9%	-17.8%	i	0.5	0.2%
O=C(CNS(=O)(=O)c1ccc2ccccc2c1)NCCc1ccccn1	-8.5%	-3.0%	21.9%	-1.0%	-1.0%	10.0%	-23.3%	i	1.2	0.1%
COc1ccc(Cc2c(O)nc(SCC(=O)NC(C)(C)C)[nH]c2=O)cc1	-12.5%	-1.5%	15.9%	-21.4%	-0.3%	-7.8%	-23.1%	i	0.1	-0.1%
O=S(=O)(Nc1ccon1)c1ccc(Br)s1	7.3%	5.6%	-11.2%	0.6%	3.5%	0.4%	-10.3%	i	0.9	0.3%
Cc1ccc(-c2nnc(SCC(=O)Nc3ccccc3N3CCOCC3)o2)cc1	16.7%	0.8%	-1.4%	-37.0%	-3.5%	4.4%	7.4%	i	2.7	-0.2%
